# SRC1 TRFRET art: TR-FRET artefact, counter-screen to PPARgamma/SRC-1 agonist assay; TR-FRET ratio at 8 µM; TR-FRET detection artefact counter-screen, emission ratio; hits give high values; hit rate 0.34% among 99,000; in the data active = TR-FRET ratio above about 2300; note: inactives centre near 1800; reference of the scale not given here
# SRC3 TRFRET art: TR-FRET artefact, counter-screen to PPARgamma/SRC-3 agonist assay | PPARgamma/SRC-3 format; hits give high values | TR-FRET ratio at 8 µM | hit rate 0.39% among 99,000 | AID 1048; in the data active = TR-FRET ratio above about 2000; note: inactives centre near 1600; reference of the scale not given here
# The depositor's hits bear a star.
SMILES,SRC1 TRFRET art,SRC3 TRFRET art
COc1cc(NC(=O)CN2CCN(c3ccccc3O)CC2)c(C)cc1[N+](=O)[O-],1726,1609
O=C(Nc1ccc(S(=O)(=O)N2CCCC2)cc1)C1CC(=O)N(c2ccccc2)C1 (stereo unspecified),1867,1543
COc1ccc2[nH]c(=O)c(-c3nnn(-c4ccccc4)n3)cc2c1,1870,1675
Fc1ccc(NC(=S)NCc2cccs2)cc1,1588,1502
COc1ccc(OCCNC(=O)Nc2cc(F)c(F)cc2Cl)cc1,1741,1595
O=c1[nH]c2ccccc2n1CCCSCCCn1c(=O)[nH]c2ccccc21,1898,1512
NNc1nc2c(Cl)cccc2s1,1787,1492
C=CCN1C(=O)C2(NC(=O)c3ccccc3N2)c2ccccc21 (stereo unspecified),1620,1566
COc1ccc(/C=C(\C#N)C(=O)C(C)(C)n2cncn2)cc1,1993,1649
CN1CCN(/N=C/c2nc(-c3ccccc3)n3ccccc23)CC1,1668,1624
CCc1ccc(C2CC(c3ccccc3)Nc3nc(N)nn32)cc1 (stereo unspecified),2004,1498
O=C(Cn1[nH]c(=O)c2ccccc2c1=O)NNC(=O)c1ccccc1,1742,1570
COc1ccc(C(=O)CSc2nnc(-c3cc(C)on3)o2)cc1,1749,1564
Cn1cc([C@@H]2C[C@H]3CN(C4CCCC4)C(=O)[C@]34CCCN24)c(-c2ccccc2)n1,1597,1559
CC(=O)c1ccc(NC(=O)Nc2sc(NS(=O)(=O)c3ccccc3)nc2C)cc1,1972,1624
CCc1nc(N)nc(N)c1-c1ccc(Cl)cc1,1708,1753
Cc1nc2nc(C)c(CCC(=O)NC3CCCCC3)c(C)n2n1,1699,1635
Cc1ccc(NC(=O)CNc2ccc(Cl)c(Cl)c2)cc1S(=O)(=O)N(C)C,1811,1813
Cc1cc([N+](=O)[O-])nn1CC(=O)NCCc1c[nH]c2ccccc12,1925,1489
O=[N+]([O-])c1ccc2nc(CCCc3nc4ccc([N+](=O)[O-])cc4[nH]3)[nH]c2c1,1761,1535
O=C(COc1ccc(C(=O)c2ccccc2)cc1)NC1CCCCC1,1923,1533
Cc1[nH]nc(SCC(=O)N(C)c2ccccc2)c1[N+](=O)[O-],1777,1662
COc1cccc(N=CC2=C(O)CC(C)(C)CC2=O)c1,1761,1775
Cc1cccc(N2CN(Cc3ccco3)CNC2=S)c1,1872,1519
O=c1cc(N2CCCCCC2)[nH]c(=O)n1-c1ccccc1Cl,1905,1685
COc1cccc(C2NC(=S)NC(C)=C2C(=O)c2ccccc2)c1OC (stereo unspecified),1910,1535
O=C(COC(=O)Cc1cccs1)Nc1ccccc1Cl,1750,1528
OCc1cn(-c2ccccc2)nc1-c1cc2ccccc2o1,2042,1666
COc1ccc(Nc2ccncc2[N+](=O)[O-])cc1,2030,1706
COc1ccc(OC)c(Cc2nnc(CCC(=O)NCc3nc4ccccc4s3)o2)c1,1870,1331
O=C(O)c1ccc(COc2c(F)c(F)c(F)c(F)c2F)o1,2010,1504
COCCNC(=O)COc1ccc(C)cc1C(=O)c1cc(C#N)c(=O)n(C2CC2)c1,2007,1593
CCC1Cc2c(nc(N)c3c(N)nc(N4CCOCC4)c(C#N)c23)O1 (stereo unspecified),1931,1574
CC(C)(C)c1ccc(OCC(=O)NN2Cc3ccccc3C2=N)cc1,2037,1705
Nc1cc(Cl)ccc1N1CCCCCC1,1824,1671
COc1cc(S(=O)(=O)Nc2ccncc2)ccc1F,1684,1442
COc1ccccc1NC(=O)c1ccc(NC(=O)COC(=O)C2CC2C)cc1 (stereo unspecified),1969,1727
O=C(NCCCN1CCOCC1)c1ccc(CNS(=O)(=O)c2ccc(Br)cc2)cc1,1556,1466
Cc1cccc(N2CCN(c3ccc(N4C(=O)CCCC4=O)cc3[N+](=O)[O-])CC2)c1C,1930,1768
O=C1NC(=O)C2(COC(c3cccc([N+](=O)[O-])c3)OC2)S1 (stereo unspecified),1757,1596
Cc1ccc(S(=O)(=O)Nc2ccc(-c3nc4ccc(C)cc4s3)cc2)cc1,1893,1802
Cc1cccc(NC(=S)N/N=C/c2cccn2Cc2ccc(F)cc2)c1,1587,1821
COc1ccc(N=C(N)N=C(N)N)c(OC)c1,1603,1525
C(#Cc1ccccc1)C[N+]1(CC#Cc2ccccc2)CCCC1,1786,1556
CC(=O)OCC(=O)Nc1ccc(Br)c(C)c1,1841,1440
CCOC(=O)c1c(C)c(C(=O)N2CCN(c3ccccc3)CC2)c(C)n1C,1911,1681
O=S(=O)(NCc1ccccc1)c1ccc(S(=O)(=O)NCC2CCCO2)cc1 (stereo unspecified),1706,1581
COc1ccc(OC)c2sc(N3CCc4ccccc4C3)nc12,1785,1572
Cc1ccccc1Nc1ncnc(N)n1,1780,1479
COc1ccc(S(=O)(=O)N2CCCCC2)cc1NC(=O)CSc1nccn1C,1733,1486
O=C(O)C1Cn2c(nc3c(c2=O)C2(CCCC2)Cc2ccccc2-3)S1 (stereo unspecified),1771,1581
CCC(=O)NC(c1ccccc1)c1nc2ccccc2[nH]1 (stereo unspecified),1761,1354
CC(=O)C1=C(C)OC(N)=C(C#N)C1c1cccc([N+](=O)[O-])c1 (stereo unspecified),1677,1488
COc1cc(NC(=O)CN(C)S(=O)(=O)c2ccc3nc(C)sc3c2)cc(OC)c1,2171,1776
Cc1ccc(CCc2nnc(SCC(=O)Nc3cc(Cl)ccc3Cl)n2-c2ccccc2)o1,1631,1477
Cc1[nH]c2c(C)cccc2c1CCNS(=O)(=O)c1cccc([N+](=O)[O-])c1,2151,1765
NC(=O)c1ccccc1NC(=O)Nc1ccccc1Cl,1452,1386
COc1ccc(N2CCN(C(C)C(=O)N3CCCC3)CC2)cc1 (stereo unspecified),1825,1529
CNC(=S)N1CCC(NC(=O)C(Cc2ccc(F)cc2)NC(C)=O)CC1 (stereo unspecified),1868,1516
Cc1ccnc(NC2(C(F)(F)F)N=C3SCCN3C2=O)c1 (stereo unspecified),1855,1366
# Later entries:
SMILES,SRC1 TRFRET art,SRC3 TRFRET art
COC(=O)C1CCN(CC(=O)Nc2ccc(OC)c(Cl)c2)CC1,1653,1519
CC(=O)/C(N=Nc1c(C)n(C)n(-c2ccccc2)c1=O)=C(\C)O,1679,1442
Cc1nc2ccccc2n(CC(=O)Nc2cc(Cl)cc(Cl)c2)c1=O,1717,1424
Nc1ccccc1C(=O)N/N=C1/C2CN3CCN(C2)CC1(Cc1ccccc1)C3,2066,1560
CC(=O)NCCC(=O)Nc1ccc(C(N)=O)cc1,1537,1592
COc1ccc(Nc2ccc([N+](=O)[O-])cc2[N+](=O)[O-])cc1,2017,1575
CC(=O)Nc1ccc([C@H]2[C@H](C)CC[C@H]3C(=O)N4[C@@H](CC[C@@H](C)[C@@H]4c4ccc(NC(C)=O)cc4)C(=O)N32)cc1,1321,1468
S=C(NC1CCCCC1)N1CCN(C/C=C/c2ccccc2)CC1,1866,1615
Cc1cc(C)nc(Nc2n[nH]c(-c3ccc(C(C)(C)C)cc3)n2)n1,1668,1272
COCCOC(=O)/C(C#N)=C/c1cn(Cc2ccccc2)nc1-c1cccnc1,1739,1535
CCOC(=O)C1(Cc2ccc(OC)cc2)CCN(C(=O)CN2CCCCC2=O)CC1,1636,1419
CCOC(=O)C1(CC)NC(c2ccc(OC)cc2OC)C2C(=O)N(C)C(=O)C21 (stereo unspecified),1410,1645
CO/N=C/c1c(-c2ccc(Cl)cc2)nc2cc(C)ccn12,1791,1520
Cc1c(C(=O)C(=O)N2CCCc3ccccc32)c2ccccc2n1C,1624,1731
C=CCNC(=S)NC(CC(=O)OC)c1ccc2c(c1)OCO2 (stereo unspecified),1652,1302
CC(C)(C)C(=O)N1CCN(c2ccc([N+](=O)[O-])c(-n3nc(-c4ccccc4)c4ccccc4c3=O)c2)CC1,1766,1764
Cc1cc(C)nc(NS(=O)(=O)c2ccc(NC(=S)NC(=O)c3cccnc3)cc2)n1,1747,1770
COc1cc(C(=O)N/N=C2\CCS(=O)(=O)c3ccc(F)cc32)cc(OC)c1OC,1784,1552
Cc1ccc(-c2cc(C(=O)N/N=C/c3ccco3)n[nH]2)s1,2044,1811
CC(=O)C(Sc1ncnc2sc3c(c12)CCCC3)C(C)=O,1609,1568
Cc1ccccc1NC(=S)NNC(=O)c1cccnc1,1857,1586
CCOP(=O)(c1ccccc1)C(O)c1ccccc1 (stereo unspecified),1964,1489
Brc1cccc2sc(N3CCCC3)nc12,1788,1496
O=C(Nc1c2c(nc3ccccc13)CCCC2)c1cccc([N+](=O)[O-])c1,1772,1459
CC(C)c1ccc(-c2csc(NC(=O)c3cccs3)c2C(=O)O)cc1,2063,1832
O=C(CSc1n[nH]c(-c2cc(Cl)ccc2Cl)n1)NCCN1C(=O)CSC1=O,1852,1420
CC(NC(=O)COC(=O)/C=C/c1ccc(Cl)cc1)c1ccccc1 (stereo unspecified),1646,1414
CCC1(C)Cc2c(sc3c2c(=O)n(C)c2nnc(SCCc4ccccc4)n32)CO1 (stereo unspecified),1740,1450
Cc1nn(-c2ccccc2Cl)c(Cl)c1/C=N/Nc1cccc(C(=O)O)c1,1631,1578
Cc1cc(C)c2c(N)c3cccc(C)c3nc2n1,1889,1634
N/C(=N/O)C(c1ccccc1)c1ccccc1,1603,1667
O=S(=O)(NCc1csc(-c2ccccc2)n1)c1ccc(Cl)s1,1805,1479
Cc1nn(-c2ccc([N+](=O)[O-])cc2)c(N)c1-c1ccccc1,1608,1443
O=C1CC(=O)N(c2ccccc2)N1c1ccccc1,1739,1480
C=CCn1c(-c2cccc(S(=O)(=O)N(CC)CC)c2)n[nH]c1=S,1676,1561
ClCC1NCC(c2ccccc2Cl)c2c1[nH]c1ccccc21 (stereo unspecified),1980,1646
COc1ccc2[nH]c(C)c(CCNc3ccc(C(F)(F)F)cc3[N+](=O)[O-])c2c1,1785,1693
Cc1ccc(NC(=O)Nc2ccc(Cl)cn2)cc1,1606,1537
CC(Nc1nc(-c2ccccc2)nc2ccccc12)c1ccccc1 (stereo unspecified),1548,1366
c1ccc(OCc2noc(CN3CC[C@@H]4CCCC[C@H]4C3)n2)cc1,1667,1505
CCC(N=c1cc(-c2ccc(OC)cc2)oc2ccc(C)cc12)C(=O)O (stereo unspecified),1725,1620
COc1cc(/C=C(\C#N)c2ccccn2)ccc1OCC(=O)Nc1c(Cl)cccc1Cl,1851,1436
COCc1cnc(C)nc1N,1861,1772
COc1cc(C(=O)NCCCN(C)C)ccc1OCC(=O)Nc1cccc(C(F)(F)F)c1,1760,1725
Cc1[nH]c(=O)[nH]c(=O)c1NC(=O)c1sc2nc3c(C)cccc3cc2c1N,1644,1747
NC(=O)CCCCC(=O)OCCCc1cccs1,1768,1452
Cc1nc2ccc(NC(=O)COc3ccccc3[N+](=O)[O-])cc2s1,1969,1543
Cc1ccc(C(=O)OCn2nnc3ccccc3c2=O)cc1[N+](=O)[O-],1776,1795
CCOc1cc(CNCc2ccncc2)cc(Cl)c1OC,1837,1612
COC(=O)CCC(=O)N(CCN(C(=O)CCC(=O)OC)c1ccccc1)c1ccccc1,2002,1923
CC(C)c1ccccc1NC(=O)COC(=O)c1cc(=O)[nH]c(=O)[nH]1,1808,1812
O=C(Nc1nnc(CCN2CCCCC2)s1)c1ccc(Br)cc1,1782,1594
CC(NC(=O)NC(=O)c1ccc(Cl)cc1Cl)C1CC1 (stereo unspecified),1920,1683
CC1CCCCN1C(=O)Cn1cnc2c1c(=O)n(C)c(=O)n2C (stereo unspecified),1913,1668
CCN(CC)C(=O)/C(=C/c1cccc([N+](=O)[O-])c1)NC(=O)c1ccco1,2021,1641
COc1c(C(=O)NCCSC(C)(C)C)ccc2ccccc12,1956,1729
O=C1CC(N2CCC(c3nc4ccccc4[nH]3)CC2)C(=O)N1c1cccc(F)c1 (stereo unspecified),1634,1405
O=C(CC1C(=O)NCCN1Cc1ccc(F)c(F)c1)NCCCn1ccnc1 (stereo unspecified),2137,1650
CCOc1ccc(C(=O)N2CCN(c3ccccc3)CC2)cc1,1838,1628
COC(=O)c1cn(NC(=O)/C=C/c2cc(OC)ccc2OC)c(=O)c2ccccc12,1710,1507
Fc1cccc(C2NN=C(c3ccccc3)S2)c1 (stereo unspecified),1551,1802
Brc1cccc(OCCCN2CCCCCC2)c1,1851,1590
CCNC(=O)NC(=O)COC(=O)CCCc1nc2ccccc2s1,1851,1613

# Gathered by group, those above with fluorine.
SMILES,SRC1 TRFRET art,SRC3 TRFRET art
Fc1ccc(NC(=S)NCc2cccs2)cc1,1588,1502
COc1ccc(OCCNC(=O)Nc2cc(F)c(F)cc2Cl)cc1,1741,1595
O=C(O)c1ccc(COc2c(F)c(F)c(F)c(F)c2F)o1,2010,1504
COc1cc(S(=O)(=O)Nc2ccncc2)ccc1F,1684,1442
Cc1cccc(NC(=S)N/N=C/c2cccn2Cc2ccc(F)cc2)c1,1587,1821
CNC(=S)N1CCC(NC(=O)C(Cc2ccc(F)cc2)NC(C)=O)CC1 (stereo unspecified),1868,1516
Cc1ccnc(NC2(C(F)(F)F)N=C3SCCN3C2=O)c1 (stereo unspecified),1855,1366
COc1cc(C(=O)N/N=C2\CCS(=O)(=O)c3ccc(F)cc32)cc(OC)c1OC,1784,1552
COc1ccc2[nH]c(C)c(CCNc3ccc(C(F)(F)F)cc3[N+](=O)[O-])c2c1,1785,1693
COc1cc(C(=O)NCCCN(C)C)ccc1OCC(=O)Nc1cccc(C(F)(F)F)c1,1760,1725
O=C1CC(N2CCC(c3nc4ccccc4[nH]3)CC2)C(=O)N1c1cccc(F)c1 (stereo unspecified),1634,1405
O=C(CC1C(=O)NCCN1Cc1ccc(F)c(F)c1)NCCCn1ccnc1 (stereo unspecified),2137,1650
Fc1cccc(C2NN=C(c3ccccc3)S2)c1 (stereo unspecified),1551,1802

# High-throughput results: PubChem BioAssay, The Scripps Research Institute Molecular Screening Center
